# Assay outcomes (PubChem BioAssay)
# BRCA1 expr up – qHTS Assay to Identify Small Molecule Activators of BRCA1 Expression; MCF7-BRCA1-FFLuc reporter, luminescence, 48 h; response scale: scaled: vehicle 0%, 10 µM genistein 100%; Potency, µM (doses to about 46.1 µM), for inactives: at the highest dose activation, usual class: activators; actives 1.1% (n = 380,000); further: nearly all actives have a fitted effect of over 80% in size; some results filed as inactive show a strong effect at the top dose
#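 48 h compound treatment of MCF7-BRCA1-FFLuc cells (phenol-red free MEM, 37 °C), then 15 min with luciferase substrate and luminescence imaging.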
# CXXC DNA block – qHTS Fluorescence Polarization Assay for Inhibitors of MLL CXXC domain - DNA interaction. actives 0.037% (n = 290,000). MLL-CXXC / FITC-HOXA9 DNA fluorescence polarization. Potency, µM (highest dose often 115 µM), for the others: top-dose activity change, negative = inhibition, most hits filed as inhibitors. Histone-lysine N-methyltransferase 2A (Homo sapiens), Q03164; active means well fitted inhibition curve with a large enough effect in the polarisation, with a control signal flat, not every such curve was filed as active; inconclusive means small, poorly fitted or top-dose-only effect, or effect the other way, or a change in a side signal; inactive means no such curve, though single readings can be large or run the other way; the % refers to the polarisation
#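 Steps: dispense CXXC domain solution (7 uM) → pin compounds or unlabeled HOX-A9 DNA control → 5 min ambient → add FLSN-HOX-A9 solution (50 nM) → spin → 30 min ambient → fluorescence polarization. Tris pH 7.5/NaCl/DTT/BSA buffer.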
# p53 reactivator – qHTS assay for re-activators of p53 using a Luc reporter; H1299 p53-A138V BP100-luciferase reporter, luminescence, 24 h; Potency, µM (highest dose often 92.2 µM), for inactives: top-dose activity change, positive = activation, hits mostly activators; AID 504706, 2011; actives 0.063% (n = 320,000); further: % of control where 0% means no effect; nearly all actives have a fitted effect of over 45% in size
#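 p53-null H1299 cells stably carrying temperature-sensitive p53-A138V and a BP100-luciferase reporter were pinned with compounds (4-point, 1:5 series) and held 24 hrs at 37 deg C. Luminescence was read 10 min after detection reagent.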
# RORg inh – qHTS for inhibitors of ROR gamma transcriptional activity; Nuclear receptor ROR-gamma (Mus musculus), P51450; Drosophila S2 Gal4-RORgamma UAS-luciferase reporter, 20 h; Potency, µM (titrated, usually from 53.6 µM), for inactives: top-dose activity change, negative = inhibition, actives largely listed as inhibitors; actives 5.4% (n = 310,000); AID 2551, 2010; further: on the % scale 0 is the no-effect control and ±100 the full control effect; nearly all actives have a fitted effect of over 60% in size
# Target sequence (P51450 whole entry, looked up, the tested form may be a part): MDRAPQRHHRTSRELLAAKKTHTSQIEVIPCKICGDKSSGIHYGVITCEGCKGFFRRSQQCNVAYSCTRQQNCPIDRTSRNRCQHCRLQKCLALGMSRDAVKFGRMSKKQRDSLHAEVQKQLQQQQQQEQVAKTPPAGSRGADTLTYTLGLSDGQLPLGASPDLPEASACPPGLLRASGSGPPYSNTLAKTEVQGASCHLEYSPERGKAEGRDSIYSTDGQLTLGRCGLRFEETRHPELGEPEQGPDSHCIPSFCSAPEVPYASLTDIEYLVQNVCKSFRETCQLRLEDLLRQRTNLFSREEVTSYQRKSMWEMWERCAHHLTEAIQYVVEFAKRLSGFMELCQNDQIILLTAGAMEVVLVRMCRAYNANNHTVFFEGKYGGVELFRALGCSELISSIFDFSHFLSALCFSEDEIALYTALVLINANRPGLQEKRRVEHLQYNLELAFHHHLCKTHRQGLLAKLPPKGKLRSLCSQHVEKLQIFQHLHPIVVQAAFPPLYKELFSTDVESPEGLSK
#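 Using a luciferase readout, inhibitors were identified by reduced reporter activity in Drosophila cells coexpressing a copper-inducible Gal4–ROR gamma fusion and UAS-driven Photinus luciferase, incubated 20 hr after 700 uM copper sulfate.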
# Rab9 promoter act – qHTS Assay for Rab9 Promoter Activators. actives 2.8% (n = 320,000). Huh7 Rab9 promoter-luciferase reporter, luminescence, 24 h. Potency, µM (doses to about 9.22 µM), inactives show at the highest dose activation, negative = inhibition, actives largely listed as activators. AID 485297, 2010; further: % of control where 0% means no effect; nearly all actives have a fitted effect of over 60% in size
#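 Using Huh7 cells stably transfected with Rab9 promoter–luciferase, compounds were incubated 24 h at 37 °C, 5% CO2; luciferase luminescence was read 10 min after reagent addition.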
# ELG1 genotoxic – qHTS screen for small molecules that induce genotoxicity in human embryonic kidney (HEK293T) cells expressing luciferase-tagged ELG1 | HEK293T ELG1-luciferase reporter, luminescence, 16 h | Potency, µM (series often up to 46 µM), for the others: at the top dose activity change, positive = activation, most hits filed as activators | actives 1.3% (n = 330,000) | AID 504466, 2011; further: % of control where 0% means no effect; nearly all actives have a fitted effect of over 60% in size
#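 HEK293T cells expressing luciferase-tagged ELG1 were exposed to compound or DMSO vehicle for 16 hr at 37 °C and 5% CO2. Luciferase activity was then measured with ONE-Glo after 30 min at room temperature.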
# FLuc counter – qHTS profiling assay for firefly luciferase inhibitor/activator using purifed enzyme and Km concentrations of substrates (counterscreen for miR-21 project). AID 588342, 2011. Luciferin 4-monooxygenase (Photinus pyralis), P08659. purified FLuc, Km substrates, luminescence inhibition. Potency, µM (top dose mostly 57.5 µM), without a hit: top-dose activity change, negative = inhibition, actives largely listed as inhibitors. actives 6.9% (n = 360,000);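 further: plate controls were vehicle for no effect and reference inhibitor for full effect; nearly all actives have a fitted effect of over 55% in size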
# Target sequence (P08659 whole entry, looked up): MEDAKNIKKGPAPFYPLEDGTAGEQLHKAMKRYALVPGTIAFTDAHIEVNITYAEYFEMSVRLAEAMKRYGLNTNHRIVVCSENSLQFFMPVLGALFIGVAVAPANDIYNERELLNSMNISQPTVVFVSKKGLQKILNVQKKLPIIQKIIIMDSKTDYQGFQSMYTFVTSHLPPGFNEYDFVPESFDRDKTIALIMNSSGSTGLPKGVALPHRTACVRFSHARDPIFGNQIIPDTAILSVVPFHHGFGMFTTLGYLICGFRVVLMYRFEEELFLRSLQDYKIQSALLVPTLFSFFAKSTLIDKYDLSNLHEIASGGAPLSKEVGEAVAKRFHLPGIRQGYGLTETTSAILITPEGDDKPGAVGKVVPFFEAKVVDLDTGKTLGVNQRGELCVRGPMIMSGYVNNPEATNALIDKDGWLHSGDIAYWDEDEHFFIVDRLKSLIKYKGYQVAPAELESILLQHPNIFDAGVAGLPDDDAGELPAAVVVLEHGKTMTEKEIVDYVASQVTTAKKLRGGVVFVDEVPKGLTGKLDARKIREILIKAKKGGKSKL
#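 Purified P. pyralis luciferase, 10 nM final, with Km-level 10 uM D-luciferin and 10 uM ATP in 50 mM Tris acetate pH 7.5, 10 mM Mg acetate, 0.01% Tween-20, 0.05% BSA; 6-point qHTS titration about 60 µM downward; luminescence read.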
# uPA surface inh – qHTS for Inhibitors of Cell Surface uPA Generation; actives 0.31% (n = 330,000); cell surface uPA generation assay, qHTS; Potency, µM (titrated, usually from 38.3 µM), for inactives: at the top dose activity change, negative = inhibition, usual class: inhibitors; active means well fitted inhibition curve with a large enough effect; inconclusive means small, poorly fitted or top-dose-only effect; inactive means no such curve, though single readings can be large or run the other way; tested in mouse RAW 264.7 cells; further: on the % scale 0 is the no-effect control and ±100 the full control effect; nearly all actives have a fitted effect of over 55% in size
# MBNL1 CUG block – qHTS Assay for Inhibitors of MBNL1-poly(CUG) RNA binding. TR-FRET MBNL1-His/biotin-(CUG)12 binding, 665/545 ratio. actives 0.036% (n = 280,000). Potency, µM (highest dose often 57.5 µM), inactives show top-dose activity change, negative = inhibition, usual class: inhibitors. Muscleblind-like protein 1 (Homo sapiens), Q9NR56; active means well fitted inhibition curve with a large enough effect in the signal ratio, with a control signal flat, not every such curve was filed as active; inconclusive means small, poorly fitted or top-dose-only effect, or effect the other way, or a change in a side signal; inactive means no such curve, though single readings can be large or run the other way; the % refers to the signal ratio; further: on the % scale 0 is the no-effect control and ±100 the full control effect
#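 Compounds (final 92 nM to 58 uM) are added to His-tagged MBNL1 and biotin-(CUG)12, then terbium anti-His antibody and streptavidin-XL665 (5 nM final). After 60 min at room temperature, the 665/545 nm ratio is read.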
# NPC1 promoter act – qHTS Assay for NPC1 Promoter Activators | Huh7 NPC1 promoter luciferase reporter, 24 h | Potency, µM (series often up to 9.22 µM), without a hit: at the top dose activation, actives largely listed as activators | actives 2.4% (n = 320,000) | AID 485313, 2010;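 further: % of control where 0% means no effect; nearly all actives have a fitted effect of over 60% in size; reporter is driven by a mutant NPC1 promoter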
#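 In 1536-well qHTS, Huh7 cells harboring an NPC1 promoter–luciferase construct received compound for 24 h; activation was quantified by luminescence following luciferase reagent addition.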
# VP16 counter – VP16 counterscreen qHTS for inhibitors of ROR gamma transcriptional activity; actives 3.5% (n = 310,000); Drosophila S2 Gal4-VP16 UAS-luciferase, luminescence, 20 h; Potency, µM (titrated, usually from 53.6 µM), for inactives: top-dose activity, negative = inhibition, most hits filed as inhibitors;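 further: Gal4-VP16 expression switched on by copper sulfate through the metallothionein promoter; on the % scale 0 is the no-effect control and ±100 the full control effect; nearly all actives have a fitted effect of over 50% in size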
# Starred values were filed as active, the others as inactive; ? = inconclusive; / = not tested or not shown; [ ] = remark or other dose. Unless noted, the call rests on the fitted dose curve; in most records, active means well fitted curve in the direction sought with a large enough effect; inconclusive means small, poorly fitted or top-dose-only effect, or another doubt; inactive means no such curve, though single readings can be large; an effect the other way counts as inactive or inconclusive. Potency means the concentration at half of the fitted maximal effect. An excerpt, so the mix of outcomes need not match the whole.
SMILES,BRCA1 expr up,CXXC DNA block,p53 reactivator,RORg inh,Rab9 promoter act,ELG1 genotoxic,FLuc counter,uPA surface inh,MBNL1 CUG block,NPC1 promoter act,VP16 counter
CN1C(c2ccccc2)CC(=NO)CC1c1ccccc1 (stereo not drawn),-0.9%,3.2%,/,24.7%,5.5%,14.0%,1.9%,-5.3%,-1.2%,-0.2%,-9.4%
Cc1c(NC(=O)CCCCCN2C(=O)C3C4C=CC(C4)C3C2=O)c(=O)n(-c2ccccc2)n1C (stereo not drawn),-0.7%,-4.8%,3.5%,-26.9%,-1.4%,4.2%,-2.0%,-2.1%,0.3%,0.2%,-9.9%
c1ccc(CCCN2CCN(c3ccccc3)CC2)cc1,29.4%,1.9%,/,5.6%,-1.0%,-0.4%,-1.0%,1.0%,-5.9%,-0.4%,4.9%
Cc1c(/C(O)=C2/C(=O)C(=O)N(CCN3CCOCC3)C2c2cccnc2)cnn1-c1ccccc1 (stereo not drawn),-5.3%,-0.1%,-0.5%,-8.3%,-1.7%,-1.1%,3.4%,10.6%,14.5%,-8.7%,-6.1%
Cc1ccc(SCC(=O)Nc2cc([N+](=O)[O-])ccc2O)cc1,-22.6%,4.6%,7.7%,?,7.2%,-5.6%,16.9µM*,1.0%,-11.5%,3.5%,?
O=C(O)Cc1sc(NCc2ccco2)nc1-c1ccccc1,1.6%,-10.0%,0.4%,-16.6%,-6.8%,-1.2%,-8.8%,4.7%,46.1%[activator],2.4%,-10.7%
COc1cccc(/C=C/C(=O)OCCN2C(=O)c3ccccc3C2=O)c1,-8.1%,-4.0%,1.2%,0.5%,-4.4%,-2.4%,-6.6%,-15.8%,10.9%,-1.2%,-1.8%
C=CCOc1cccc(NC(=O)c2ccccc2SC)c1,12.3%,1.0%,-1.3%,33.3%,-2.0%,0.1%,?,-1.1%,1.8%,4.4%,17.9%
CC(=O)c1cccc(NC(=O)CN(c2ccccc2F)S(C)(=O)=O)c1,-13.8%,12.7%,-7.8%,10.4%,-2.9%,-8.6%,8.8%,/,1.8%,0.8%,0.5%
COc1cc(COc2ccc3c(C)c(Cc4ccccc4)c(=O)oc3c2C)cc(OC)c1OC,-29.3%,-6.7%,6.8%,16.8%,0.5%,-11.9%,-0.4%,-3.2%,-8.7%,-4.8%,-4.3%
Cc1oc2c(C)c3oc(=O)c4c(c3cc2c1C)CCCC4,-3.5%,6.7%,-1.9%,12.3%,-1.7%,0.0%,-1.2%,-8.8%,0.0%,-4.0%,1.3%
CN(CC(=O)Nc1ccccc1Cl)C(=O)COC(=O)c1ccccc1[N+](=O)[O-],-1.5%,/,14.2%,/,1.2%,3.2%,2.3%,0.9%,/,-2.6%,/
CC1=C(C#N)C(c2ccc(O)cc2)C2=C(CC(C)(C)CC2=O)N1 (stereo not drawn),0.2%,-1.0%,1.6%,18.9%,-4.0%,1.1%,5.5%,-4.0%,9.2%,3.9%,-3.0%
O=C1COc2ccc(C(=O)COc3ccc(Cl)cc3Br)cc2N1,-37.2%,/,-0.7%,/,-2.7%,-1.1%,?,-12.1%,/,2.1%,/
Cc1cc(=O)n(C)c(=O)n1CCCCCN1CCCC1,-18.7%,-0.4%,-2.6%,-1.8%,-8.0%,-0.1%,-3.9%,6.4%,-3.5%,-3.2%,0.6%
CCCOCC1CC(CCc2nc(=S)[nH][nH]2)C(=O)O1 (stereo not drawn),2.4%,3.7%,-4.5%,-15.8%,-8.1%,-0.3%,-0.7%,-1.1%,0.2%,-1.0%,-4.3%
CCc1nnc(NC(=O)CCCSc2nc3ccccc3[nH]2)s1,-10.4%,4.3%,-0.6%,22.9%,8.4%,-8.3%,-6.2%,-1.6%,2.1%,-0.8%,2.6%
CCc1ccc(CCC(=O)Nc2ncc(Cc3ccccc3Cl)s2)o1,-41.8%,6.9%,?,?,-7.4%,?,5.6%,-13.6%,?,-12.3%,?
CC(=O)c1cccc(CN2CCC(n3nccc3NC(=O)CCCc3ccccc3)CC2)c1,-28.1%,0.5%,10.2%,40.9%,-3.2%,-12.3%,1.1%,-2.7%,-2.2%,-2.7%,-0.5%
CCc1ccc(/C=N\NC(=O)c2ccc(Br)o2)s1,?,-5.8%,?,1.58µM*,2.82µM*,?,10.7µM*,?,?,3.55µM*,5.01µM*
COCCN(CC(=O)NCC1CCCO1)C(=O)CCC(=O)Nc1cc(C)on1 (stereo not drawn),-1.2%,-20.3%,-1.6%,-24.5%,1.2%,2.5%,0.5%,1.4%,-7.4%,5.5%,12.7%
COc1ccc(C(=O)N(CC2CCCO2)C(C(=O)NCCC(C)C)c2ccc(C)cc2)cc1OC (stereo not drawn),-18.3%,-0.3%,-5.0%,9.7%[10 µM],-5.3%,-0.2%,-0.6%,8.0%,/,-2.2%,-4.9%
COc1ccc(NC(=O)C2C3C=CC(O3)C2C(=O)O)cc1 (stereo not drawn),-3.6%,-2.4%,4.1%,-21.5%,-4.7%,0.2%,4.8%,-17.2%,-3.2%,1.0%,1.7%
CCOC(=O)C1CCN(C(=O)CCc2ccc(S(=O)(=O)NCC(C)C)cc2)CC1,-8.4%,12.5%,/,2.4%,-5.7%,-5.0%,0.1%,-4.5%,0.5%,-5.8%,4.5%
Brc1ccc(-c2c(-c3ccsc3)sc3ccccc23)cn1,0.6%,/,1.5%,/,-2.6%,0.3%,3.5%,-15.5%,/,-1.4%,/
CCC(NC(=O)c1ccccc1NC(=O)c1ccccc1)C(=O)NNC(=O)CSc1nc2ccccc2o1 (stereo not drawn),2.8%,8.2%,18.0%,30.1%,0.7%,1.2%,-17.4%,-1.4%,/,0.6%,2.3%
COc1ccc(C(O)c2nccn2Cc2ccccc2)cc1OC (stereo not drawn),-13.1%,?,1.6%,?,-3.3%,-12.5%,-6.5%,-4.6%,-8.4%,0.2%,-7.7%
Cc1cc(S(=O)(=O)NC2CCN(Cc3ccccc3)CC2)c(C)cc1Cl,-42.5%,-4.3%,1.5%,-13.4%,-2.2%,0.0%,-3.4%,-1.9%,-15.9%,-0.6%,-26.3%
O=C(CCNS(=O)(=O)c1ccccc1)NNC(=O)COc1ccc(Cl)cc1,8.9%,/,-3.3%,/,-0.3%,1.8%,/,-16.4%,/,-1.9%,/
C=CCn1c(SCc2ccc(C#N)cc2)nnc1-c1cccc(OC)c1,-24.3%,-4.7%,-3.0%,19.2%,-9.4%,-6.2%,0.1%,3.0%,-6.7%,0.1%,-7.4%
O=C(O)c1cccc(Nc2nc(-c3ccccc3)nc3ccccc23)c1,-16.7%,3.1%,-4.1%,11.0%,-1.0%,-6.5%,?,-2.9%,2.8%,-1.5%,-11.1%
CCOC(=O)/C(C#N)=C/c1ccc(N2CCN(Cc3ccccc3)CC2)cc1,30.6%,?,?,123.7%,0.0%,-0.2%,?,6.3%,6.1%,0.2%,-10.3%
O=C(CSc1ccc2nnc(-c3ccncc3)n2n1)NCC1CCCO1 (stereo not drawn),-0.3%,-2.4%,-1.9%,2.8%,-1.3%,-1.2%,-1.3%,4.6%,-3.4%,-5.1%,1.4%
COc1cc(C(=O)Oc2cccc(C(=S)N3CCOCC3)c2)cc(OC)c1OC,-2.5%,12.6%,/,/,-1.9%,5.6%,-6.4%,7.1%,-3.9%,-0.3%,/
CC(Sc1nc(-c2ccccc2)cc(C(F)(F)F)n1)C(=O)N1CCCC1 (stereo not drawn),0.0%,6.2%,?,-25.9%,-1.6%,-5.5%,1.1%,-0.9%,-1.2%,2.2%,-13.1%
CCC(CC)NC(=O)COC(=O)c1ccc(OCc2ccc(C(C)=O)cc2OC)c(OC)c1,15.3%,-5.4%,-8.4%,2.2%,-13.3%,4.4%,-0.8%,-4.6%,-9.8%,-6.7%,-6.2%
CN1CCN(c2ccc(NC(=O)c3ccc4c(c3)OCO4)cc2)CC1,28.1%,15.9%,10.0%,-40.8%,1.78µM*,?,10.7µM*,-2.9%,-8.2%,2.51µM*,-21.2%
